# SR-BI HDL uptake: mouse SR-BI HDL lipid transfer inhibition; Q61009; ldlA[mSR-BI] CHO cells, DiI-HDL uptake fluorescence, 3 h; inhibition, % at 12.5 µM; hit rate 0.96% among 320,000; AID 488896;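 active means mean replicate inhibition of at least 70% and a set share of replicates each scoring 70 or more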;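 further: 0% = median of neutral control wells and 100% = median of positive control wells; values of inactives mirror those of a sister screen read the other way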
# DAGLB inh: blocks human DAGLB lipase activity; Q8NCG7; hit rate 0.059% among 340,000; HEK293T DAGLB membrane lysate, EnzChek fluorogenic substrate; AID 504411; inhibition, % at 5.17 µM; in the data active means inhibition above about 34%;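 further: 0% = enzyme with vehicle and 100% = wells lacking enzyme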
# RTF Ca sens inh: cardiac RTF calcium desensitization | P19429+P45379 | IANBD-labeled cardiac RTF, Ca2+ fluorescence | inhibition, % at 7.15 µM | hit rate 0.12% among 340,000 | AID 493244;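 active means inhibition above the mean inhibition of all tested compounds plus 3 SD, cut at about 17% in these data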;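 further: assay run at fixed EC70 calcium of 1.6 mM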
# SR-BI DiI-HDL act: enhances SR-BI lipid uptake from DiI-HDL | AID 504775 | hit rate 0.096% among 320,000 | CHO ldlA[mSR-BI] cells, DiI-HDL uptake fluorescence, 3 h; 100 = double the neutral-control signal | activation, % at 12.5 µM;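 active means mean replicate activation of at least 60% and every replicate at or above 60%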;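 further: 0% = median plate neutral-control signal and 100% = twice that signal; values of inactives mirror those of a sister screen read the other way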
#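 Test system: SR-BI-overexpressing, LDLR-lacking CHO cells; Medium: Ham's F12 with 0.5% BSA, HEPES 25 mM, pH 7.4; Schedule: 3 h, 37 °C; Technique: bottom-read fluorescence, 550/595 nm.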
# Keap1-Nrf2 PPI: disrupts human Keap1 binding to Nrf2 peptide | Q14145 | Keap1 Kelch-Nrf2 peptide fluorescence polarization, 1536-well | inhibition, % at 9.4 µM | hit rate 0.15% among 340,000 | AID 504523; in the data active means inhibition above about 12%;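 further: human Keap1 Kelch domain with fluorescein labeled Nrf2 9mer peptide probe; 0% = neutral control wells and 100% = peptide positive control; higher means more block of Keap1 binding to Nrf2 peptide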
# Target sequence (Q14145 whole entry, looked up, the tested form may be a part): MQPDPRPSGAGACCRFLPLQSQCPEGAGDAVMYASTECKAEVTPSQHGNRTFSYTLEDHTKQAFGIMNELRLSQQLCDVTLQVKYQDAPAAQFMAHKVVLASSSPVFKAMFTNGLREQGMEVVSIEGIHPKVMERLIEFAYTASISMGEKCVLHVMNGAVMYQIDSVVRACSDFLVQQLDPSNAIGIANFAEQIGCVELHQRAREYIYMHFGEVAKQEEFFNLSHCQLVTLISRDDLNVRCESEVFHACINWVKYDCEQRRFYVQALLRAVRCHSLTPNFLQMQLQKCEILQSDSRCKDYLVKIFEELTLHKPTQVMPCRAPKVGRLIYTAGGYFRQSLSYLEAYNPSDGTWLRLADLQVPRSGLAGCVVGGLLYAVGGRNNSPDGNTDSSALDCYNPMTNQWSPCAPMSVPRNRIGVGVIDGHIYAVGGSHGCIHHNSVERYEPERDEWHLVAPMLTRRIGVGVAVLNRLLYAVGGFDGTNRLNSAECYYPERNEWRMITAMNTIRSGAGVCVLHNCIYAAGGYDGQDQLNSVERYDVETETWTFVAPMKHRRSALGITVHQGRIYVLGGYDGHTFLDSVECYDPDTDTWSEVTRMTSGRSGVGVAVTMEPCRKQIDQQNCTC
# PvdQ inh: blocks Pseudomonas aeruginosa PvdQ acylase activity; AID 488965; hit rate 0.063% among 340,000; inhibition, % at 10 µM; purified PvdQ acylase, fluorescence plate reader; in the data active means inhibition above about 30%, passing the limit was not always enough;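 further: 0% = vehicle neutral wells and 100% = reference inhibitor wells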
# PKA-R2B activ: activators of human PKA-R2B complex; P22694+P31323; PKA-R2B holoenzyme dissociation, Cy5-IP20 fluorescence polarization; R2B truncated from residue 108, S112A mutant; 0% DMSO only, 100% 113 µM cGMP; activation, % at 11.4 µM; hit rate 0.079% among 340,000;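 active means activation above a cutoff set at the mean over all compounds plus 3 SD, cut at about 18% in these data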;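 further: higher means more holoenzyme dissociation and a rise in polarization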
# Target sequence (P31323 whole entry, looked up, other chains not shown, the tested form may be a part): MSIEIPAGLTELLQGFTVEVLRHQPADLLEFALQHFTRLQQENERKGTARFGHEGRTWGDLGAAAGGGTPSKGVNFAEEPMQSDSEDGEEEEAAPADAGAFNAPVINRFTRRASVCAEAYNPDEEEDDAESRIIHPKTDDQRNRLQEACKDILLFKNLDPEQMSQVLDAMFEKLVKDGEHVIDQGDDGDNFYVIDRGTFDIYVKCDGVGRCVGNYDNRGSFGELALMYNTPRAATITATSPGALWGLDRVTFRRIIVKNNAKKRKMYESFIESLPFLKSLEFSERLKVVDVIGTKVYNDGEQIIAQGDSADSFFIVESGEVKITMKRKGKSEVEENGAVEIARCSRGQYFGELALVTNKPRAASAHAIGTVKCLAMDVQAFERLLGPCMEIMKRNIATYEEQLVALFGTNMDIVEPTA
# LANA DNA inh: inhibitors of KSHV LANA C-terminal domain DNA binding; AID 504423; MBP-C-LANA/FAM-LBS DNA binding, fluorescence polarization; hit rate 0.078% among 340,000; inhibition, % at 9 µM;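 active means highest replicate inhibition at or above 60% at 9 µM, even if other replicates fall short; inactive means all replicates below 60% inhibition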;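 further: 0% = neutral control wells and 100% = 4 µM acridine orange control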
# Arr AP2 block: human beta-arrestin and AP2 interaction inhibition | FITC-arrestin peptide / GST-AP2 beads, flow cytometry; AP2 beta2 appendage carries R879A mutation | hit rate 0.31% among 340,000 | inhibition, % at 10 µM;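 active means inhibition above a set limit, near 3 SD of compounds lacking own fluorescence, cut at about 54% in these data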;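 further: plate controls were DMSO wells for no effect and 5 µM unlabelled arrestin peptide for full effect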
#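 System: GST-AP2 R879A bound to glutathione beads, E. coli-expressed. Also added: 50 nM FITC-arrestin peptide. Schedule: compound with beads 12 min RT, then probe 1 h RT. Signal: bead flow cytometry, FITC channel. Read-out basis: percent response.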
# NSD2 inh: inhibitors of human histone methyltransferase NSD2; O96028; hit rate 0.54% among 310,000; inhibition, % at 12.5 µM; NSD2 peptide methylation, AlphaScreen, 120 min; in the data active means inhibition above about 50%
# * = called active by the depositor; . = no result given.
SMILES,SR-BI HDL uptake,DAGLB inh,RTF Ca sens inh,SR-BI DiI-HDL act,Keap1-Nrf2 PPI,PvdQ inh,PKA-R2B activ,LANA DNA inh,Arr AP2 block,NSD2 inh
CCN(C[C@H]1N[C@@](C)(C(=O)OC)[C@H]2C(=O)N(C)C(=O)[C@@H]12)C(=O)c1ccc(F)cc1,-27,-1,-3,27,-2,-8,1,-1.2,-15,.
O=C(Nc1cc(Cl)cc(Cl)c1)c1cccnc1,-13,1,-6,13,2,-13,-3,-0.7,0,-4
O=C(O)c1cn(Cc2ccccc2)c2ccc(Cl)cc2c1=O,-18,1,8,18,0,0,3,-0.3,-3,.
CCCCC(=O)OCC(=O)Nc1ccc(C)c(F)c1,-21,-7,-2,21,-7,16,5,0.2,7,1
COc1ccccc1N1CCN(C(=O)c2cc(-c3cccc(Cl)c3)on2)CC1,15,-1,-19,-15,-6,-9,4,0.5,8,.
Cc1cccc(C)c1NC(=O)CN1C(=O)COc2ccccc21,.,-2,7,.,-5,-7,8,0.6,-14,-1
CN(CC(=O)NCC(c1ccccc1)N1CCCC1)S(=O)(=O)c1ccc(Cl)cc1 (centres undefined),-25,0,-9,25,-7,-4,-1,1.0,0,3
O=C(CCCSc1nc(-c2ccco2)cc(C(F)(F)F)n1)NCC1CCCO1 (centres undefined),29,0,9,-29,-1,2,1,-0.1,0,-6
COc1ccccc1N1CCN(C2CCCN(C(=O)c3cc(C)oc3C)C2)CC1 (centres undefined),-13,-1,-8,13,-5,2,-3,0.7,15,0
COC(=O)C1CN(C(=O)c2ccc(OC(F)F)cc2)c2ccccc2O1 (centres undefined),.,-2,-6,.,-7,-12,1,0.1,1,12
COc1cccc(N=c2oc3ccc(OC)cc3cc2-c2nc3ccccc3[nH]2)c1,26,1,-1,-26,-2,-10,-11,1.1,3,-4
NS(=O)(=O)c1cccc(NC(=O)CCc2ccc(S(=O)(=O)N3CCOCC3)cc2)c1,1,2,-4,-1,-6,-14,2,0.6,-3,3
COc1ccc(/C=C/c2nc(-c3ccccc3)cc(=O)[nH]2)cc1,.,-7,-5,.,3,5,1,-1.7,38,-1
S=C(Nc1cccnc1)Nc1ccccn1,-12,0,-10,12,1,-11,-12,-0.5,3,1
CCOc1ccc(CCNC(=O)C2CSC3(C)CCC(=O)N23)cc1OCC (centres undefined),5,-1,-6,-5,-1,2,-9,-0.5,26,-1
CC/C(O)=N\S(=O)(=O)c1ccc(N=NN(C)C)cc1,-2,1,0,2,-6,0,-3,0.6,-2,-4
CC(=O)NC(CC(=O)Nc1nc(C)cs1)c1ccccc1 (centres undefined),-40,-2,-4,40,-3,-8,0,1.1,11,-1
CCOc1ccc2nc(SCC(=O)N3CCCCCC3)c(C#N)cc2c1,65,-4,-5,-65,-7,-23,-14,0.2,11,18
CC1(C)CC(=O)C2=C(C1)NC(SCC(=O)Nc1ccccc1)=C(C#N)C21CCCCC1,56,-26,-14,-56,-7,-14,8,7.2,-4,2
NNC(=O)/C(=C\c1ccc(Br)cc1)NC(=O)c1cccs1,-11,-1,5,11,1,0,-8,-0.5,12,2
COc1ccccc1N1C(=O)c2ccccc2NC1c1cc(OC)c(OC)c(OC)c1 (centres undefined),-5,2,2,5,-6,-13,7,-0.9,11,-3
Cc1cc(C)nc(SCC(=O)N2CCC(C(N)=O)CC2)n1,2,-2,-2,-2,-4,-13,-4,0.0,8,1
COC(=O)c1ccc(CNC(=O)Cn2cnnn2)cc1,.,0,-8,.,-2,-13,4,2.4,-2,-2
O=C(N/C(=C\c1cccnc1)C(=O)N1CCOCC1)c1ccco1,-29,1,-7,29,-3,-11,-2,0.9,-9,-2
CC(=O)/C=N/Nc1ccccc1,-13,-2,-5,13,-3,-17,-8,0.5,-4,.
# Next section.
SMILES,SR-BI HDL uptake,DAGLB inh,RTF Ca sens inh,SR-BI DiI-HDL act,Keap1-Nrf2 PPI,PvdQ inh,PKA-R2B activ,LANA DNA inh,Arr AP2 block,NSD2 inh
O=C(CN1CCN(c2ccc(Cl)cc2)CC1)NCc1cccs1,-18,-4,-14,18,-7,0,-6,-1.8,6,-2
C=CCN1C(=O)CSC1=Nc1ccc(O)cc1,-49,-1,-1,49,5,6,-2,-2.0,13,-3
Cc1cc(=O)[nH]c(N2CCCNCC2)n1,-29,-4,-3,29,-6,-1,-5,0.8,36,.
COc1ccc(/C=N/n2c(C)nc3ccccc3c2=O)cc1,.,-1,-4,.,-3,-12,14,1.4,-11,-2
O=C(Cc1cccs1)Nn1c(Cc2cccs2)nc2ccccc2c1=O,-5,3,-1,5,-5,-12,-12,0.2,-3,9
COc1ccc(Cl)cc1NC(=O)c1cnccn1,19,-3,-2,-19,-3,-18,-7,-0.1,-17,-1
O=C(Nc1ccc(Cl)cc1F)C1CC1,-6,1,-10,6,-2,-7,7,2.1,2,-1
O=C(/C=C/c1ccc(S(=O)(=O)N2CCOCC2)cc1)NCc1ccc(Cl)cc1,7,-2,-7,-7,1,-10,-6,0.3,25,-5
O=C(O)CCC(=O)Nc1nc2nccc(-c3ccccc3)n2n1,.,0,-9,.,-1,-5,-6,-1.5,7,0
O=C(c1ccc(-c2nnc(Nc3ccccc3)c3ccccc23)cc1)N1C[C@H]2C[C@H](C1)c1cccc(=O)n1C2,-1,2,-4,1,3,-13,0,1.5,27,-4
Cc1cccc(NC(=S)NCCN2CCOCC2)c1,-32,-1,-7,32,4,-13,-6,1.1,-10,-2
CCc1ccccc1NC(=O)c1cc(-c2cccc(O)c2)on1,10,-1,-6,-10,-2,-13,-7,0.3,0,.
COC(=O)[C@@]1(Cc2ccccc2)[C@H]2C(=O)N(C)C(=O)[C@H]2[C@H]2CN=C(SCC(=O)c3ccccc3)N21,-30,-2,-5,30,-1,-12,-5,2.2,-12,.
Cc1ccc(-n2nnnc2CNC(=O)c2ccc([N+](=O)[O-])o2)cc1C,-20,3,-7,20,-5,-12,-6,0.0,0,0
Cc1nc(CNC(=O)CC2C(=O)NCCN2Cc2ccoc2)nc2c1CCCC2 (centres undefined),.,4,-8,.,0,-10,4,0.8,6,17
O=C(Cc1ccccc1F)Nc1ccc(S(=O)(=O)Nc2ncccn2)cc1,.,-3,-1,.,2,7,-7,1.8,24,4
Cc1cccc(S(=O)(=O)NCCC(=O)OC(C)C(=O)NC(=O)NC2CCCCC2)c1 (centres undefined),2,0,-12,-2,2,-7,0,-0.5,5,1
COc1ccc(CCNC(=O)CSCC(=O)Nc2ccccc2)cc1OC,27,1,-1,-27,-2,-8,3,0.2,-7,-1
CCOC(=O)C[C@H]1c2cc(F)ccc2S(=O)(=O)N1c1ccccc1,-11,-2,-1,11,-1,-12,7,2.5,3,.
COCC(=O)N(C)c1nnc(-c2ccccn2)s1,-19,-3,-12,19,-1,-13,-10,-0.5,-5,1
NS(=O)(=O)c1cccc(NC(=O)CN2CCN(Cc3ccc4c(c3)OCO4)CC2)c1,.,-7,-5,.,-6,2,-12,-0.7,30,-1
COc1ccc(Cl)cc1NC(=S)NNC(=O)C1(C)CC1(Cl)Cl (centres undefined),13,10,2,-13,3,6,-7,-0.1,-3,-4
Cc1ccc(F)c(NC=C2C(=O)OC(C)(C)OC2=O)c1,-6,-3,-8,6,-8,12,16,2.7,1,-1
Cc1cc(C)cc(OCC(=O)NCC2CCCO2)c1 (centres undefined),-26,-1,-1,26,-3,10,-2,-1.9,22,-1
O=C1CN2C(=Nc3ccc(Cl)cc3C2c2ccccc2)CN1 (centres undefined),39,4,-6,-39,-3,14,-1,0.1,2,-3
# Continued:
SMILES,SR-BI HDL uptake,DAGLB inh,RTF Ca sens inh,SR-BI DiI-HDL act,Keap1-Nrf2 PPI,PvdQ inh,PKA-R2B activ,LANA DNA inh,Arr AP2 block,NSD2 inh
CC(C)Cc1nnc(NC(=O)CSc2ncn[nH]2)s1,4,-2,-4,-4,-7,-6,-8,-0.6,-6,1
COCC1CCN(C(=O)c2cc(COc3ccc(-n4cncn4)cc3)on2)CC1,-6,0,-8,6,-4,-6,-8,-3.1,-12,-1
CC1CCCN(C(=S)Nc2ccc3nc4n(c(=O)c3c2)CCCCC4)C1 (centres undefined),-16,-1,-7,16,-2,-13,-2,-1.1,4,-2
CC(C(=O)NC1CCCC1)N1CCN(S(=O)(=O)c2ccc(C(C)(C)C)cc2)CC1 (centres undefined),-11,-2,-3,11,-3,2,-11,-0.6,-8,0
Cc1ccoc1C(=O)NCCNC(=O)c1occc1C,-26,1,3,26,-2,-14,-10,-1.4,-9,-2
CCCCC(C)n1[nH]c(=O)c2c(C)cc(C)nc21 (centres undefined),.,-1,-14,.,-3,-17,3,0.5,10,.
N#Cc1ccccc1COC(=O)CCC(=O)c1cccs1,-11,-1,2,11,2,16,-3,-0.5,3,2
COc1cc(-c2nnc(SCC3(c4ccc(Br)cc4)OCCO3)o2)cc(OC)c1OC,46,-14,-14,-46,-3,0,-1,0.6,22,-5
O=C(COC(=O)C1CCC1)NCc1ccc(Cl)cc1Cl,-3,-1,-9,3,-2,-3,-6,0.4,-3,8
O=C(c1ccco1)[C@@H]1[C@@H]2C(=O)N(c3ccccc3)C(=O)[C@@H]2C2c3ccccc3C=CN21 (some centres undefined),-2,-4,-14,2,0,-7,-3,9.1,-2,.
O=S(=O)(c1cc(Cl)ccc1Cl)N1CCN2CCCC2C1 (centres undefined),7,-1,-7,-7,4,-9,3,-0.8,22,2
Cc1cccc(NCN2C(=O)c3ccncc3C2=O)n1,13,-2,-5,-13,-1,-10,6,-0.5,6,-2
COc1ccccc1NC(=O)CC1C(=O)Nc2c1c(=O)n(C)c(=O)n2C (centres undefined),-13,-1,-1,13,-6,-7,-10,-0.9,3,-4
CS(=O)(=O)N(CC(=O)NC1CCCCCC1)Cc1ccc(Cl)cc1,3,-5,-9,-3,0,-19,-1,-0.2,1,-11
O=C(Nc1cccc2ncccc12)C12CC3CC(CC(C3)C1)C2,-7,1,-12,7,-8,-10,5,-1.7,-2,4
O=C(NC1CCCCC1)C1CCN(c2nccs2)CC1,-22,-2,-1,22,-6,-13,-5,-1.8,1,1
Cc1ccc(NC(=O)NCCCN2CCCC2=O)c(C)c1,-10,1,-3,10,-5,-8,-2,2.3,5,-1
N#CC(=C1CCCC1)c1nc(-c2ccccc2O)cs1,31,-3,-1,-31,2,7,-14,1.8,19,-4
Cc1ccccc1C(=O)NCc1ccncc1,-17,1,-3,17,0,-16,3,0.5,-4,1
